# Assay outcomes deposited in PubChem BioAssay by several laboratories.
# LMPTP inh = LMPTP (human) inhibition. P24666. recombinant LMPTP-A, OMFP fluorogenic substrate, fluorescence intensity. inhibition, % at 20 µM. actives 0.22% (n = 360,000);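 active = compounds that cut the enzyme signal by at least half of the control window in the single-dose screen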;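 note: plate controls were DMSO wells with enzyme plus substrate for no effect and substrate without enzyme for full effect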
#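 Assay system: LMPTP-A phosphatase enzyme | Input: 0.625 nM enzyme | Also added: Fluorogenic phosphatase substrate OMFP at 400 µM final | Compound dosing: One test concentration per compound, 20 µM, with 3% DMSO overall | Schedule: 50 min enzyme reaction at room temperature, protected from light | Signal: Fluorescence intensity | Benchmarks: no-enzyme and uninhibited controls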
# CSN deneddyl inh = blocks human CSN-mediated cullin deneddylation; Q92905; Purified CSN, SCF-Nedd8-OG deneddylation, fluorescence polarization; inhibition, % at 12.5 µM; actives 0.38% (n = 360,000);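 active = pattern-corrected inhibition above about 35%, with an unprinted fluorescence ratio check between 0.5 and 1.5, limit read from the data, passing the limit was not always enough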;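 note: 0% = enzyme with substrate and 100% = substrate without enzyme; some results filed as inactive read as strong as hits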
#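 Assay system: purified human Csn5 enzyme expressed in HEK293T cells; Input: 0.24 nM Csn5 enzyme, final concentration; Reagent: 10 nM SCFSkp2-Nedd8OG; Compound dosing: 12.5 µM single point; Times: reaction 90 min, room temperature; Technique: fluorescence polarization readout.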
# DNMT1 block = inhibitors of human DNMT1; P26358; DNMT1 molecular beacon, Hinp1I cleavage, fluorescence; inhibition (reported as % activation of signal), % at 10 µM; actives 0.83% (n = 360,000); in the data active = inhibition above about 50%
# Target sequence (P26358 504-1616 limits assumed): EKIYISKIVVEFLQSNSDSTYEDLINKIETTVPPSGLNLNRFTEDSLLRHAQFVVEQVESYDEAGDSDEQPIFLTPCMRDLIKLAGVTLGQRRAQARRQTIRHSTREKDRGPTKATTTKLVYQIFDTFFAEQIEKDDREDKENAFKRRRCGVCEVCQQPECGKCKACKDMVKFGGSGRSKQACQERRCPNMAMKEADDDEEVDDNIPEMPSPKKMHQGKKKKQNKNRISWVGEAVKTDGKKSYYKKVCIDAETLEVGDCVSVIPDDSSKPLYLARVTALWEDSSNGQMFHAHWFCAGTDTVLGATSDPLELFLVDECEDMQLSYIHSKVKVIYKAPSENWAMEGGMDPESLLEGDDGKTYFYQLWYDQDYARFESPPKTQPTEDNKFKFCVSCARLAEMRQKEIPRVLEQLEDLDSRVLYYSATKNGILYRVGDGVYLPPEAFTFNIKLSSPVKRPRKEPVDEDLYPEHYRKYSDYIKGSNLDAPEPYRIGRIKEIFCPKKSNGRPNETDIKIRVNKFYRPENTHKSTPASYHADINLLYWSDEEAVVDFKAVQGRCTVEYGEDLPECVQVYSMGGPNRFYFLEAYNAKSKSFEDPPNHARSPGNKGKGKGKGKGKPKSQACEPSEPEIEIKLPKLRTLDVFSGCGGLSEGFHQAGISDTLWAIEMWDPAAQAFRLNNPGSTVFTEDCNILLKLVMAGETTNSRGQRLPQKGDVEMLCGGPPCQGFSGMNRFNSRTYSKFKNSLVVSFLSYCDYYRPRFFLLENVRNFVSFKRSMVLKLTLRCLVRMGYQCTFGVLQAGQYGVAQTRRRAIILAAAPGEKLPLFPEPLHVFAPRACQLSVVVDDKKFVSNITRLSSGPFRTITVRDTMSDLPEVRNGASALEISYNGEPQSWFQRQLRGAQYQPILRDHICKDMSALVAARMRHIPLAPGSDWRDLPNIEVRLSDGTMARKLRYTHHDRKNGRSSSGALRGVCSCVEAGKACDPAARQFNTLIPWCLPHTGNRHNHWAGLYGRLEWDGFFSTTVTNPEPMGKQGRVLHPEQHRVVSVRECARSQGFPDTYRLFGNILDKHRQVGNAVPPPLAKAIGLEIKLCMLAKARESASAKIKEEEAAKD
# NadD inh = blocks S. aureus nicotinate mononucleotide adenylyltransferase; actives 0.78% (n = 360,000); inhibition, % at 20 µM; AID 602399; purified NadD enzyme, colorimetric absorbance read-out; in the data active = inhibition above about 26%; note: some compounds past the cut are filed as inactive
# STEP inh = STEP (human) phosphatase inhibition. actives 0.25% (n = 360,000). inhibition, % at 20 µM. recombinant STEP, OMFP fluorogenic substrate, fluorescence;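 active = inhibition at 20 µM, scaled per plate between control wells, above about 37%, limit read from the data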;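 note: 0% = DMSO with enzyme and substrate and 100% = substrate only without enzyme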
#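 System: STEP (striatal-enriched tyrosine phosphatase) enzyme, cell-free; medium: Bis-Tris pH 6.0 buffer with DTT, detergent; dosing: 20 µM, 1% DMSO; times: reaction 20 min, ambient temperature; detection: fluorescence, 480/540 nm; read-out basis: normalized % inhibition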
# Scp-1 inhibitor = inhibitors of human Scp-1 phosphatase | Q9GZU7 | Recombinant Scp1, phosphopeptide, malachite green phosphate absorbance | inhibition, % at 20 µM | actives 0.88% (n = 340,000) | AID 493091;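 active = inhibition above about 50% at 20 µM, limit read from the data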;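 note: plate controls were DMSO wells with enzyme for no effect and wells lacking enzyme for full effect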
#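 Incubation: 45 min enzyme reaction at room temperature / System: truncated SCP-1 phosphatase (76-261aa) / Reagent: Phospho 17-mer peptide substrate / Buffer or medium: Acidic Tris acetate buffer with magnesium and detergent / Signal: absorbance at 630 nm / Doses: one concentration, 20 µM, with 1.0% DMSO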
# SUMO1 PPI mod = SUMO1-SIM interaction modulation; P63165; inhibition, % at 20 µM; actives 0.33% (n = 360,000); AID 602429; SUMO1 binding to a labelled peptide, TR-FRET, 1 h; in the data active = inhibition above about 37%
# Neddylation inh = blocks human cullin neddylation. AID 651699. P61081+Q13564. actives 0.58% (n = 360,000). TR-FRET cullin neddylation, biochemical. calls only at 25 µM; in the data active = inhibition above about 36%
# Rin1-Abl PPI inh = human Rin1-Abl interaction inhibition. P00519+Q13671. TR-FRET Rin1/Abl binding, biochemical. inhibition, % at 7.35 µM. actives 0.4% (n = 360,000); in the data active = inhibition above about 5%, passing the limit was not always enough
# Rpn11 inh = Rpn11 (human) deubiquitinase inhibition; O00487; human 26S proteasome, Ub4-pepOG fluorescence polarization; 20S core pre-blocked with epoxomicin; AID 588493; calls only at 20 µM; actives 0.59% (n = 360,000);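 active = inhibition at 20 µM, scaled to each plate's controls, above about 33%, limit read from the data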
# * = called active by the depositor; i = inactive; x = no result given. Random draw from the library (roughly 3.8% active in at least one column).
SMILES,LMPTP inh,CSN deneddyl inh,DNMT1 block,NadD inh,STEP inh,Scp-1 inhibitor,SUMO1 PPI mod,Neddylation inh,Rin1-Abl PPI inh,Rpn11 inh
Cc1ccc(NC(=O)c2ncn(CCCNCc3ccccc3)n2)cc1C,-1.7,1,4,-3,-2,4,1,i,-2,i
CC1(C)OC(=O)C(=Cc2ccc(-c3ccc(S(N)(=O)=O)cc3)o2)C(=O)O1,0.5,12,5,4,4,-1,0,i,0,i
CC(Sc1nnc(Cc2cccs2)n1C)C(=O)Nc1ccc(C(N)=O)cc1 (stereo not drawn),0.3,0,0,-1,-1,-6,1,i,-1,i
COCCNC(=O)/C(C#N)=C\c1ccc(CNC(=O)C(=O)Nc2ccc(C)c(C)c2)o1,-1.9,0,-9,3,3,-7,-21,i,3,i
COc1ccc(/C=C2\SC(=S)N(NS(=O)(=O)c3ccccc3)C2=O)c(OC)c1,0.9,-1,1,8,1,-13,-8,i,3,i
CC(C)c1ccc(NC(=O)COc2nncc3ccccc23)cc1,1.3,1,5,4,-4,-1,-4,i,3,i
CN(c1ccccc1C(=O)Nc1ccc(S(=O)(=O)N2CCOCC2)cc1)S(C)(=O)=O,-0.1,-5,3,-1,-2,10,0,i,-2,i
Cc1ccc(S(=O)(=O)N(C)C)cc1NC(=O)[C@H](Cc1ccccc1)N1C(=O)c2ccccc2C1=O,1.6,1,2,-1,-3,45,-2,i,0,i
COc1ccc(C(C)(C)C)cc1NC(=O)COC(=O)c1cnc(C)cn1,0.6,1,2,4,-1,-3,-2,i,-1,i
CN(c1ccccn1)c1ncnc2[nH]ncc12,-5.5,1,3,-3,-1,-8,0,i,1,i
O=C(CC1S/C(=N/N=C/c2c[nH]c3ccccc23)NC1=O)Nc1ccccc1 (stereo not drawn),0.1,-15,-6,2,-3,-4,-2,i,-6,i
COc1cccc(CN2CCCC(N3CCc4ccccc4C3)C2)c1O (stereo not drawn),13,2,-1,-4,5,3,-2,i,0,i
CN(C)/N=C/c1ccc([N+](=O)[O-])cc1[N+](=O)[O-],-0.4,16,-8,5,2,-9,-24,i,2,i
COc1ccccc1N(C)C(=O)c1cc(S(=O)(=O)N2CCCC2)cn1C,-0.5,1,0,4,-1,-9,4,i,0,i
CCN(CC)CCNC(=O)C(C)c1nn(C)c(=O)c2ccccc12 (stereo not drawn),-0.2,-2,19,-1,1,-1,-1,i,-1,i
N=c1c(C(=O)NCc2ccco2)cc2c(=O)n3ccccc3nc2n1CCc1ccccc1,55*,2,27,18,-1,1,-7,x,-4,i
O=C(O)c1cc2ccccc2cn1,14,-1,4,6,3,3,1,i,1,i
CC(c1nc2ccccc2c(=O)[nH]1)N1CCCN(S(=O)(=O)c2ccc(F)cc2)CC1 (stereo not drawn),-0.4,-1,-2,-2,-2,-5,8,i,3,i
Cc1cc(O)cc(=O)n1CCc1ccccc1,-1.7,1,-3,-3,3,-5,1,i,-5,i
Cn1c(=NC(=O)CS(=O)(=O)c2ccccc2)sc2cc([N+](=O)[O-])ccc21,0.5,5,-6,-7,-1,-5,-24,i,3,i
Fc1ccc(OCc2nc(-c3cccs3)no2)cc1,-0.7,2,-3,-2,-4,-6,1,i,4,i
CCn1c(=O)n(CC)c2cc(S(=O)(=O)N3CCC(c4ccccc4)CC3)ccc21,2.3,1,-1,0,2,-8,3,i,3,i
CCOC(=O)N1CCN(Cc2cn3ccccc3n2)CC1,-2.4,1,0,-5,-1,-6,0,i,1,i
CC(O)C1CCC2C3CCC4CC(O)CCC4(C)C3C(=O)CC12C (stereo not drawn),-2.1,5,3,7,-2,39,4,i,2,i
CC(C)(C)c1nnc(NC(=O)C2CCN(C(=O)c3ccco3)CC2)s1,-0.2,7,1,-4,2,4,-4,i,0,i
O=C1Nc2ccccc2/C1=C/c1ccnc2ccccc12,5.5,-5,-1,1,-1,-10,-12,i,-1,i
CCOC(=O)CCc1c(C)nc2cc(-c3ccccc3OC)[nH]n2c1=O,0.5,0,-1,4,0,-3,3,x,0,i
CCCOc1ccc(Cc2c(O)nc(N)[nH]c2=O)cc1C,1.5,3,0,1,1,-4,-9,i,3,i
O=C(CC1S/C(=N\S(=O)(=O)c2ccccc2)N(c2ccccc2)C1=O)Nc1ccc(F)cc1 (stereo not drawn),-0.6,-17,-6,-5,-5,-10,1,i,0,i
Cc1cccc(N2C(=O)C3C4C=CC(C5CC45)C3C2=O)n1 (stereo not drawn),-2.0,2,5,-3,-2,-5,-1,i,4,i
Cc1ccc(NC(=O)c2ccccc2Br)cc1S(=O)(=O)N(C)C,-0.1,-2,-8,-6,0,-1,-4,i,6,i
O=C(CCl)N=c1sccn1Cc1ccccc1Cl,0.2,0,8,6,7,-10,1,i,2,i
O=C(NCCCN1CCCC1=O)c1ccccc1OCc1ccc(Cl)cc1Cl,0.3,4,5,2,3,-1,5,i,4,i
OCCCc1nc2ccccc2n1CCOc1ccccc1,3.3,8,2,-3,0,-4,-2,i,-1,i
Cc1cccc(C(=O)NNC(=O)c2ccc(Cl)cc2)c1O,0.8,5,-4,0,-6,-14,1,i,-4,i
Cc1cc(C)c(OCCNCc2ccccc2)c(C)c1,-0.9,-1,3,-15,-2,-7,-4,i,1,i
O=c1oc2cc(O)ccc2c2oc3cc(O)ccc3c12,21,4,-1,3,0,21,48*,x,-3,i
CC1=NN(c2nc3ccccc3[nH]2)C(=O)/C1=C/N(C)C,0.1,-7,-1,1,-1,3,-2,i,-4,i
O=[N+]([O-])c1ccc(N2CCC(=NOCc3ccc(Cl)cc3)CC2)cc1,3.2,4,-6,2,1,-24,-8,i,0,i
COc1cc2nc(=S)n3[nH]c(COc4ccccc4C)nc3c2cc1OC,1.5,2,-9,25,4,-2,30,i,-1,i
CCOc1ccc(Cn2nnc(C(=O)Nc3cc(C)cc(C)c3)c2N)cc1,1.4,3,2,-3,1,-8,6,i,1,i
COCCN=c1scc(-c2ccccc2)n1/N=C/c1c[nH]c2ccccc12,1.9,0,-19,3,-5,1,8,i,3,i
Cc1ccccc1SCC(=O)N/N=C/c1ccc(F)cc1,0.4,-2,1,-1,-4,-8,0,i,0,i
CC1CN(C(=O)Cn2cc(S(=O)(=O)CC(=O)N(C)c3ccccc3)c3ccccc32)CC(C)O1 (stereo not drawn),-0.4,-1,0,-1,-2,-8,-3,i,-5,i
CC(C)C(NC(=O)C1CCC(C(C)(C)C)CC1)C(=O)NCc1cccnc1 (stereo not drawn),0.4,1,2,-5,2,2,0,i,-2,i
Cc1cn(CC(=O)NCCCn2ccnc2)c(=O)[nH]c1=O,-4.4,6,5,-3,-4,-8,4,i,-3,i
CC[C@@H](C)[C@H](CN[C@H](CNC)C(C)C)NC[C@@H](C)c1ccc(CC(C)C)cc1,-2.8,2,14,-7,-1,-8,-34,i,3,i
Cc1ccc2nc(NC(=O)C3=NN(c4ccccc4)C(=O)CC3)sc2c1,1.1,5,-6,8,2,-3,-1,i,2,i

# 15 successive records out of the list so far, quoted:
SMILES,LMPTP inh,CSN deneddyl inh,DNMT1 block,NadD inh,STEP inh,Scp-1 inhibitor,SUMO1 PPI mod,Neddylation inh,Rin1-Abl PPI inh,Rpn11 inh
OCCCc1nc2ccccc2n1CCOc1ccccc1,3.3,8,2,-3,0,-4,-2,i,-1,i
Cc1cccc(C(=O)NNC(=O)c2ccc(Cl)cc2)c1O,0.8,5,-4,0,-6,-14,1,i,-4,i
Cc1cc(C)c(OCCNCc2ccccc2)c(C)c1,-0.9,-1,3,-15,-2,-7,-4,i,1,i
O=c1oc2cc(O)ccc2c2oc3cc(O)ccc3c12,21,4,-1,3,0,21,48*,x,-3,i
CC1=NN(c2nc3ccccc3[nH]2)C(=O)/C1=C/N(C)C,0.1,-7,-1,1,-1,3,-2,i,-4,i
O=[N+]([O-])c1ccc(N2CCC(=NOCc3ccc(Cl)cc3)CC2)cc1,3.2,4,-6,2,1,-24,-8,i,0,i
COc1cc2nc(=S)n3[nH]c(COc4ccccc4C)nc3c2cc1OC,1.5,2,-9,25,4,-2,30,i,-1,i
CCOc1ccc(Cn2nnc(C(=O)Nc3cc(C)cc(C)c3)c2N)cc1,1.4,3,2,-3,1,-8,6,i,1,i
COCCN=c1scc(-c2ccccc2)n1/N=C/c1c[nH]c2ccccc12,1.9,0,-19,3,-5,1,8,i,3,i
Cc1ccccc1SCC(=O)N/N=C/c1ccc(F)cc1,0.4,-2,1,-1,-4,-8,0,i,0,i
CC1CN(C(=O)Cn2cc(S(=O)(=O)CC(=O)N(C)c3ccccc3)c3ccccc32)CC(C)O1 (stereo not drawn),-0.4,-1,0,-1,-2,-8,-3,i,-5,i
CC(C)C(NC(=O)C1CCC(C(C)(C)C)CC1)C(=O)NCc1cccnc1 (stereo not drawn),0.4,1,2,-5,2,2,0,i,-2,i
Cc1cn(CC(=O)NCCCn2ccnc2)c(=O)[nH]c1=O,-4.4,6,5,-3,-4,-8,4,i,-3,i
CC[C@@H](C)[C@H](CN[C@H](CNC)C(C)C)NC[C@@H](C)c1ccc(CC(C)C)cc1,-2.8,2,14,-7,-1,-8,-34,i,3,i
Cc1ccc2nc(NC(=O)C3=NN(c4ccccc4)C(=O)CC3)sc2c1,1.1,5,-6,8,2,-3,-1,i,2,i

# (list continues)
SMILES,LMPTP inh,CSN deneddyl inh,DNMT1 block,NadD inh,STEP inh,Scp-1 inhibitor,SUMO1 PPI mod,Neddylation inh,Rin1-Abl PPI inh,Rpn11 inh
Cc1[nH]n(-c2ccccc2)c(=O)c1CCOC(=O)c1cccc(C(F)(F)F)c1,1.5,3,4,-4,2,-8,-2,i,4,i
Cn1c(=O)n(Cc2ccc(F)cc2)c(=O)c2c1nc1n2CCCN1C1CCCCC1,3.7,1,-5,1,3,-5,-6,i,0,i
Cc1ccc(NC(=O)Cn2cc(S(=O)(=O)c3ccccc3)c(=O)c3cc(F)ccc32)cc1,-0.4,-2,5,8,1,2,-8,i,0,i
Cc1cccc(NC(=O)c2ccc(F)c(S(=O)(=O)N3CCC4(CC3)OCCO4)c2)c1,1.6,0,0,-5,-1,-5,0,i,-3,i
CCOc1cc(NC(=S)Nc2cccc(C)c2)c(OCC)cc1NC(=O)CC(C)C,0.3,-4,5,-3,3,-9,1,i,-3,i
O=C(CCNS(=O)(=O)c1cccc(Cl)c1)OCC(=O)N1CCN(C(=O)c2ccco2)CC1,-0.9,-2,-2,-5,1,17,1,i,4,i
